# Assay outcomes as filed in PubChem BioAssay.
# HSP90 inh: HSP90 refolding inhibition in rabbit reticulocyte lysate. inhibition, % at 5.6 µM. luciferase refolding luminescence, 3 h. 0.91% of 290,000 active. AID 1789;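 active means inhibition above the screen-wide mean plus 3 SD, computed separately per campaign, cut at about 16% in these data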;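 further: 0% = DMSO wells and 100% = 60 µM geldanamycin wells; inhibitors lower the luminescence because luciferase stays unfolded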
# KLF5 inhibitor: kruppel-like factor 5 inhibition; DLD-1 KLF5 promoter-luciferase reporter, luminescence; inhibition, % at 5 µM; 0.23% of 290,000 active; AID 1700;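 active means inhibition above a per-plate limit of that plate's mean compound inhibition plus 3 SD, cut at about 60% in these data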;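 further: 0% = DMSO wells and 100% = LY294002 at 200 µM; higher means less KLF5 promoter-driven luciferase light; inactives centre near -14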
# HSF1 activator: increases HSF-1 driven luciferase reporter signal; activation, % at 9 µM; AID 504408; NIH3T3-HGL HSF-1 luciferase reporter, MG132, 8 h; 100% = twice DMSO control signal; 1.7% of 300,000 active;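 active means mean replicate activation of at least 50% with a set share of replicates each reaching 50%; inconclusive means only one of those two conditions met; inactive means mean below 50% and too few replicates reaching it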;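 further: 0% = median of the neutral control wells and 100% = twice that signal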
# HDAC3 inhib: human HDAC3 inhibition. O15379. recombinant HDAC3, fluorogenic peptide/trypsin coupled, fluorescence. inhibition, % at 8.3 µM. 0.15% of 320,000 active; in the data active means inhibition above about 26%, passing the limit was not always enough; inconclusive means no clear call, values can overlap the other calls
# Target sequence (O15379 whole entry, looked up): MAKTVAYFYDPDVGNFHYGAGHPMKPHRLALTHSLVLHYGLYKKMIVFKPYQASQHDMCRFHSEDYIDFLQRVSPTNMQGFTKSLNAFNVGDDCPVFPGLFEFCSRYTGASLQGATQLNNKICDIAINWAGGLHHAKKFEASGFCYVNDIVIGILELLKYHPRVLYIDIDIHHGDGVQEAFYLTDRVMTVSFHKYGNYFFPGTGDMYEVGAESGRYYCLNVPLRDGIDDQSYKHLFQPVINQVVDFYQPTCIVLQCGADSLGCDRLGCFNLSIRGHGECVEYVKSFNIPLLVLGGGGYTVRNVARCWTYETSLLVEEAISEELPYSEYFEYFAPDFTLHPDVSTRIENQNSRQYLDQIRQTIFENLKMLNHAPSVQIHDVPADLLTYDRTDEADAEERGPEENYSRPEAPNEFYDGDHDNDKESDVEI
# aSyn 5UTR inh: 5' untranslated region of α-synuclein, MLPCN primary screen; alpha-synuclein 5'UTR reporter, inhibitor activity; inhibition, % (tested at 7.5 µM); 0.82% of 300,000 active; AID 1813; in the data active means inhibition above about 60%; inconclusive means no clear call, values can overlap the other calls;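 further: H4 neuroglioblastoma cells stably carrying SNCA 5'UTR luciferase fusion; 0% = DMSO wells and 100% = positive control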
# IEC-6 tox: IEC-6 cytotoxicity, counter-screen for KLF5 inhibitors; luminescence viability; AID 1825; inhibition, % at 5 µM; 0.78% of 290,000 active; in the data active means inhibition above about 22%;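 further: 0% = plate median of test compound wells and 100% = cytotoxic reference compound wells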
# HSF1 inh: HSF1 inhibition; AID 2098; activity change, negative = inhibition, % at 7.5 µM (by protocol); 0.77% of 300,000 active; NIH3T3-HGL HSE-luciferase, MG132-induced, luminescence 8 h; hits give low values;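 active means more than half of replicate wells show activity change below -50%, luminescence cut by over half; inconclusive means some wells, but at most half, below -50%; inactive means no replicate well below -50%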;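 further: luciferase reports HSF-1 transcriptional activity via heat shock element; 0% = median of DMSO wells and -100% = zero luminescence signal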
# HIF activator: HIF pathway transcriptional activation. U2OS HRE-luciferase reporter, luminescence; normalized: DMSO 0%, desferrioxamine 100%. activation, % at 7.5 µM (by protocol). 0.32% of 300,000 active. AID 1910;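 active means mean activation of at least 10% of the iron chelator positive control signal, with at least half of replicates also reaching 10%; inconclusive means mean and replicate majority disagree about reaching 10%; inactive means mean and most replicates under 10%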
# AI-2 QS mod: modulates the Vibrio harveyi AI-2 quorum sensing system | Vibrio harveyi JMH597 AI-2 luminescence/OD600 ratio, 9 h; hits give low values; strain lacks LuxN and CqsS sensors; 0 = neutral-control median | activity change, % at 7.5 µM | 0.4% of 300,000 active | AID 2094; in the data active means activity change below about -75%, passing the limit was not always enough; inconclusive means no clear call, values can overlap the other calls;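 further: luminescence divided by OD600 gain over 9 h not by final OD600 alone; inactives centre near 13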
# Platelet DG rel: platelet dense granule release activity; inhibition, %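 (compounds screened at 7.5 µM in platelet-rich plasma)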; 0.22% of 300,000 active; human platelet-rich plasma, SFLLRN dense granule ATP release, luminescence;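 active means mean replicate score, as percent of positive control, at or above 50; inconclusive means mean below 50 but at least one replicate at or above 50; inactive means mean and every replicate below 50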
# An asterisk follows results filed as active; ? = inconclusive; · = not tested or not shown. Random draw from the library; overall some 5% were active at least once.
SMILES,HSP90 inh,KLF5 inhibitor,HSF1 activator,HDAC3 inhib,aSyn 5UTR inh,IEC-6 tox,HSF1 inh,HIF activator,AI-2 QS mod,Platelet DG rel
CC(C)C(=O)N(Cc1cc(=O)[nH]c2ccccc12)c1ccccc1,81*,-120,8,-11,0,-1,2,0.4,5,-1
O=C1CCCC(O)=C1C1NCCc2ccccc21 (centres undefined),4,-5,-2,-3,9,2,-8,-0.1,17,-7
COc1ccc(C2SCC(=O)N2CC23CC4CC(CC(C4)C2)C3)cc1 (centres undefined),5,-44,4,-2,22,-1,-1,0.3,8,0
COc1ccc(S(=O)(=O)N2CCN(Cc3cc(OC)c(O)c(OC)c3)CC2)cc1,1,-14,-8,-4,-5,0,-2,0.4,-5,-5
CC(=O)Oc1c(-c2ccco2)oc2ccccc2c1=O,-2,-45,-2,-1,-48,4,-7,0.8,2,-17
CN(C)C(=O)C(OC(=O)c1ccc2c(c1)CCCC2)c1ccccc1 (centres undefined),7,7,-19,1,0,9,1,-0.4,-9,10
CC(C)(C)NC(=O)CN1CCN(C(=O)CCl)CC1,-3,-1,·,1,·,-5,·,·,12,·
C1=Nc2ccccc2CN1c1ccccc1,0,-54,7,0,-120,10,-2,2.3,0,-1
O=C(NNC(=O)C1CCC1)c1ccc(Cl)cc1,0,-15,-14,-2,-5,-6,-9,0.5,8,-1
O=C(O)c1nn2cc(CCO)cnc2c1Cl,0,-11,-12,5,12,-2,-6,0.2,0,-6
CC(=O)Nc1ccc(/C=C(\C#N)C(=O)NC2CCCCC2)cc1,-1,-24,26,4,-23,-1,-3,0.2,4,-8
Nc1ccccc1SCC(=O)Nc1ccc2c(c1)OCO2,-1,-23,4,·,-43,8,-2,0.9,6,-7
CC1CCN(C(=O)CSc2nc(=O)n3ccccc3n2)CC1,·,·,-6,2,-5,·,-3,0.0,34,5
O=[N+]([O-])c1ccc(N2CCCC2)cc1NCc1ccccc1,-1,-37,14,7,24,-4,4,0.1,10,-23
Clc1cc(Sc2ccc(Br)cc2)nnc1-c1ccccc1,0,18,13,3,32,7,17,-0.2,17,3
CC(C)Cc1nnc(NC(=O)C2CCN(C(=O)c3ccc(Cl)cc3)CC2)s1,·,·,10,-3,17,·,0,0.3,21,1
O=S(=O)(Nc1ccc2cn[nH]c2c1)c1ccc(Cl)cc1,-4,7,2,-3,-3,-4,3,-0.3,30,8
COC(=O)c1ccc(/C=N/Nc2nc(-c3ccc(C)cc3)cs2)cc1,0,10,14,2,-6,5,1,-0.6,6,-10
Cc1noc(/C=C/c2ccco2)c1S(=O)(=O)N1CCC(C(=O)NC(C)c2ccccc2)CC1 (centres undefined),1,-26,8,9,0,-8,2,0.1,26,1
Cn1c(=O)c2c(ncn2CC(COCc2ccc(Cl)cc2)OCc2ccc(Cl)cc2)n(C)c1=O (centres undefined),0,-10,-5,0,1,0,0,-0.1,4,-13
O=C(COC(=O)c1ccc(O)cc1)Nc1nccs1,-1,4,-1,-5,-12,3,17,0.7,16,2
Cc1ccc(C(=O)OCc2nc(N)nc(Nc3ccccc3C)n2)cc1,-1,-11,-2,-3,28,-3,-5,-0.1,16,4
CCCC(=O)NC(c1cccs1)c1cc(Cl)c2cccnc2c1O (centres undefined),0,-13,9,3,99*,-1,11,29*,-9,-3
O=[N+]([O-])c1ccc(/C=N/N/C(=N/c2ccccn2)c2ccccn2)cc1,1,-18,47,-1,-125,-5,18,1.6,1,5
COc1ccc2c(c1)CCc1c(C(=O)Nc3ccn(Cc4ccc(C)cc4)n3)noc1-2,3,-38,-1,-4,13,-2,-19,0.4,22,-6
COc1ccc(OC)c(S(=O)(=O)NC(N)=NCCc2ccccc2OC)c1,1,-29,3,-6,-14,3,0,-0.5,16,0
O=C(Nc1c[nH]c(=O)[nH]c1=O)c1cccc(F)c1,2,-19,-11,5,-7,2,4,-0.4,9,2
CNC(=O)c1ccc(CNC(=O)OCc2ccccc2)cc1,-4,1,-6,-2,-38,0,0,0.7,-3,-10
CC(=O)Nc1ccc(NC(=O)CN2C(=O)COc3ccc(S(=O)(=O)N4CCOCC4)cc32)cc1,-2,-18,-3,2,12,-1,-1,-0.5,31,17
O=C(NC1CC1)c1c[nH]c2ccc(S(=O)(=O)Nc3cccc(C(F)(F)F)c3)cc2c1=O,3,-8,8,17,-3,-6,-5,-0.4,37,2
CCOc1ccc(CNC(=O)C(C)n2nc(C)c3c(C)n(-c4ccccc4)nc3c2=O)cc1 (centres undefined),-3,-2,5,1,6,0,-1,0.0,44,16
CCOc1ccccc1N(CC)C(=O)c1nn(C)c2c1CSc1ccccc1-2,-2,5,14,-7,14,-1,5,-0.5,29,-1
CCOc1ccc(OCC(=O)Nc2ccccc2N2CCCC2)cc1,·,·,-3,8,-9,·,-2,2.3,20,2
Cc1ccc(-n2nc(C(=O)c3ccccc3)n3c(=O)c(Cc4ccccc4)nnc23)cc1,-1,-18,7,0,-4,4,1,-0.2,-1,-4
CC(C)OC(=O)c1c(NC(=O)Cn2cnc([N+](=O)[O-])n2)sc2c1CCCC2,3,-13,58*,1,11,-2,12,-0.4,22,0
O=C1CN(S(=O)(=O)c2ccccc2)CC(=O)N1CCc1ccccc1,-1,-16,7,·,-13,-1,-6,0.1,17,3

# 13 structures already listed, sorted by molar mass, falling:
SMILES,HSP90 inh,KLF5 inhibitor,HSF1 activator,HDAC3 inhib,aSyn 5UTR inh,IEC-6 tox,HSF1 inh,HIF activator,AI-2 QS mod,Platelet DG rel
CC(=O)Nc1ccc(NC(=O)CN2C(=O)COc3ccc(S(=O)(=O)N4CCOCC4)cc32)cc1,-2,-18,-3,2,12,-1,-1,-0.5,31,17
O=C(NC1CC1)c1c[nH]c2ccc(S(=O)(=O)Nc3cccc(C(F)(F)F)c3)cc2c1=O,3,-8,8,17,-3,-6,-5,-0.4,37,2
Cc1ccc(-n2nc(C(=O)c3ccccc3)n3c(=O)c(Cc4ccccc4)nnc23)cc1,-1,-18,7,0,-4,4,1,-0.2,-1,-4
COc1ccc2c(c1)CCc1c(C(=O)Nc3ccn(Cc4ccc(C)cc4)n3)noc1-2,3,-38,-1,-4,13,-2,-19,0.4,22,-6
CCOc1ccccc1N(CC)C(=O)c1nn(C)c2c1CSc1ccccc1-2,-2,5,14,-7,14,-1,5,-0.5,29,-1
COc1ccc(OC)c(S(=O)(=O)NC(N)=NCCc2ccccc2OC)c1,1,-29,3,-6,-14,3,0,-0.5,16,0
CCCC(=O)NC(c1cccs1)c1cc(Cl)c2cccnc2c1O (centres undefined),0,-13,9,3,99*,-1,11,29*,-9,-3
Cc1ccc(C(=O)OCc2nc(N)nc(Nc3ccccc3C)n2)cc1,-1,-11,-2,-3,28,-3,-5,-0.1,16,4
O=[N+]([O-])c1ccc(/C=N/N/C(=N/c2ccccn2)c2ccccn2)cc1,1,-18,47,-1,-125,-5,18,1.6,1,5
CCOc1ccc(OCC(=O)Nc2ccccc2N2CCCC2)cc1,·,·,-3,8,-9,·,-2,2.3,20,2
CNC(=O)c1ccc(CNC(=O)OCc2ccccc2)cc1,-4,1,-6,-2,-38,0,0,0.7,-3,-10
O=C(COC(=O)c1ccc(O)cc1)Nc1nccs1,-1,4,-1,-5,-12,3,17,0.7,16,2
O=C(Nc1c[nH]c(=O)[nH]c1=O)c1cccc(F)c1,2,-19,-11,5,-7,2,4,-0.4,9,2

# The listing continues.
SMILES,HSP90 inh,KLF5 inhibitor,HSF1 activator,HDAC3 inhib,aSyn 5UTR inh,IEC-6 tox,HSF1 inh,HIF activator,AI-2 QS mod,Platelet DG rel
Fc1cccc(C2CC(c3cccc(Br)c3)Nc3nnnn32)c1 (centres undefined),-3,-22,-1,8,10,1,0,-0.6,23,-1
CCN(c1ccccc1)S(=O)(=O)c1ccc(C(=O)N(CCCN(C)C)c2nc3c(C)cccc3s2)cc1,0,-7,14,2,-19,-6,16,-0.8,13,2
COC(=O)c1sccc1NC(=S)N1CCC(C(N)=O)CC1,0,-11,·,5,1,0,·,·,11,4
O=c1c2ccccc2c2c(O)nc(-c3ccccc3)n2n1Cc1ccccc1,0,2,4,-1,4,-5,1,-0.3,18,-2
COc1ccc(N2CCN(C(=O)COC(=O)CCOc3ccccc3C)CC2)cc1,·,·,-60,1,3,·,-47,-2.6,11,1
CSc1ccc(/C=C(\NC(=O)c2ccc(C)cc2)C(=O)Nc2cccc(C)c2)cc1,0,2,10,-2,14,-2,0,0.5,6,-2
CCOc1ccc2nc3c(cc2c1)CN(CCOC)C(=NCCOC)S3,0,-12,15,-8,-4,-3,14,0.0,20,-2
Cc1cccc(NC(=O)CNC(=O)COc2ccc(C(=O)c3ccc(F)cc3)cc2)c1C,3,-16,-13,2,-7,4,-2,1.1,5,-6
N#Cc1ccc(N2CCN(C(=O)c3cccs3)CC2)c(F)c1,0,-7,-20,8,-25,-2,-1,0.7,8,-12
Cc1[nH]c(=O)[nH]c(=O)c1S(=O)(=O)Nc1ccc(Oc2ccccc2)cc1,0,10,-2,?,18,1,-10,-0.4,37,3
CC1=C(C(=O)OCc2ccccc2)C(c2cccc(Cl)c2Cl)NC(=O)N1CCCCCC(=O)O (centres undefined),1,-27,-14,0,13,2,1,0.1,8,2
O=C(O)CNC(=S)N(Cc1ccccc1Cl)C1CCCC1,-2,-12,-5,4,6,3,-5,-0.1,27,0
O=C(NC1CCCCC1)C1CC(O)CN1C(=O)OCc1ccccc1 (centres undefined),-5,8,12,3,10,2,9,-0.1,18,-35
O=C(COC(=O)c1ccc(S(=O)(=O)N2CCOCC2)cc1)NC1CCCCCCC1,2,10,-12,-4,-6,3,-2,-0.7,11,-3
CCCc1noc2c1/C(=N\O)CC(c1ccccc1)C2 (centres undefined),0,-11,-18,-1,-5,8,1,0.6,0,15
COc1ccc(C2CC(c3cccc(Cl)c3)n3nc(N)nc3N2)cc1 (centres undefined),-7,4,-24,-19,26,-16,-20,-0.2,5,24
COc1ccccc1C(=O)N1CC(=O)Nc2ccc(F)cc2C1c1ccccc1 (centres undefined),1,-27,39,7,-3,4,27,-0.9,1,·
CN(CCOc1ccc(Br)cc1)CC(O)COc1ccc(C#N)cc1 (centres undefined),-3,-29,6,2,19,-1,-7,0.0,26,-17
O=C(Cc1ccc(S(=O)(=O)N2CCCC2)s1)Nc1nc2c(s1)CCCC2,-2,-14,-5,3,38,-8,-8,-2.4,41,9
O=C(Cc1cccs1)N(c1ccc(Cl)cc1)C1C=CS(=O)(=O)C1 (centres undefined),-1,-12,-2,2,-3,-1,-6,-0.1,11,2
O=C(CSc1ccccc1)N1CCCC(N2CCN(c3ccc(F)cc3)CC2)C1 (centres undefined),-1,-24,10,2,-8,0,3,0.1,18,0
Cc1ccc(-c2cnc(N)n2C)cc1C,-1,-36,1,1,-71,-2,0,1.7,16,2
